Compound activity from PubChem.
PNC assembly inh: inhibitors of perinucleolar compartment assembly; PC3M PTB-GFP, PNC prevalence imaging, 16 h; stronger effect = lower value; activity change (PNC), negative = inhibition, % at 10 µM; actives 3.1% (n = 140,000); AID 2417;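 active = readout at or below -70, meaning at least 70% loss of cells showing the perinucleolar compartment, a nuclear body marking cancer cells; inconclusive = readout between -30 and a set limit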;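 also: plate controls were DMSO wells for no effect and camptothecin positive control wells for full effect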
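Read-out is percentage of cells bearing a perinucleolar compartment, from automated 20x imaging of fixed, Hoechst-stained PC3M PTB-GFP cells. Cells were seeded 4 h, then exposed 16 h to compound (23 nl of library stock) in duplicate plates.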
IMPase inh: cell-permeable inhibitors of inositol monophosphatase (IMPase); CHO-M1 cells, IP1 accumulation, HTRF TR-FRET ratio; inhibition (IP1 accumulation), % at 46.1 µM; P97697; 120,000 tested, under 10 active; active = well fitted curve in the direction sought with a large enough effect in the signal ratio, not every such curve was filed as active; inconclusive = small, poorly fitted or top-dose-only effect, or a change in a side signal; inactive = no such curve, though single readings can be large or run the other way; the % refers to the signal ratio;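 also: cells stimulated with carbachol in lithium chloride buffer; plate controls were DMSO basal wells for no effect and reference inhibitor wells for full effect; higher means more IMPase inhibition seen as more IP1 and lower FRET ratio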
Target sequence (P97697 whole entry, looked up): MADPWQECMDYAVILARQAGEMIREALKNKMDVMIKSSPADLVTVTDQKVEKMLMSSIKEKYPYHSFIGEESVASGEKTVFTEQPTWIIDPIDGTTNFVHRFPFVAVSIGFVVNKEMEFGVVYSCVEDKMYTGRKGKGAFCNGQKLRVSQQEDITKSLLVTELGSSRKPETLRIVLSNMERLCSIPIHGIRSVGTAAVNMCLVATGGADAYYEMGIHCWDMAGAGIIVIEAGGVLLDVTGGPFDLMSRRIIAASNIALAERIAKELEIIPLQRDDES
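Carbachol-driven Gq signalling in CHO-M1 cells (2000/well) generates IP1. Compounds that block IMPase raise IP1 and so reduce the FRET signal from Eu-anti-IP1 and d2-IP1 after a 10 min room-temperature lysis.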
15-hLO-2 inh: inhibitors of human 15-lipoxygenase 2 (ALOX15B). purified 15hLO-2, xylenol orange hydroperoxide absorbance. Potency, µM (titrated, usually from 57.1 µM), for the others: at the top dose activity change, negative = inhibition, usual class: inhibitors. actives 0.56% (n = 110,000). AID 881; also: potency is read from the fitted curve at half-maximal effect; nearly all actives have a fitted effect of over 60% in size; many of its hits are not listed in these tables
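Purified human 15hLO-2 (50 nM) preincubated 15 min with compound, then 45 uM arachidonic acid for 90 min at RT in 25 mM Hepes pH 7.5, 0.01% Triton X-100. Hydroperoxide detected by Fe-xylenol orange; 573/405 nm absorbance ratio.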
ALOX12 inhib: 12-hLO (ALOX12) enzyme inhibition; P18054; purified 12-hLO, xylenol orange hydroperoxide absorbance; Potency, µM (titrated, usually from 57.1 µM), inactives show top-dose activity change, negative = inhibition, hits mostly inhibitors; actives 0.12% (n = 150,000); AID 1452; also: potency is read from the fitted curve at half-maximal effect; nearly all actives have a fitted effect of over 55% in size; many of its hits are not listed in these tables
Target sequence (P18054 whole entry, looked up): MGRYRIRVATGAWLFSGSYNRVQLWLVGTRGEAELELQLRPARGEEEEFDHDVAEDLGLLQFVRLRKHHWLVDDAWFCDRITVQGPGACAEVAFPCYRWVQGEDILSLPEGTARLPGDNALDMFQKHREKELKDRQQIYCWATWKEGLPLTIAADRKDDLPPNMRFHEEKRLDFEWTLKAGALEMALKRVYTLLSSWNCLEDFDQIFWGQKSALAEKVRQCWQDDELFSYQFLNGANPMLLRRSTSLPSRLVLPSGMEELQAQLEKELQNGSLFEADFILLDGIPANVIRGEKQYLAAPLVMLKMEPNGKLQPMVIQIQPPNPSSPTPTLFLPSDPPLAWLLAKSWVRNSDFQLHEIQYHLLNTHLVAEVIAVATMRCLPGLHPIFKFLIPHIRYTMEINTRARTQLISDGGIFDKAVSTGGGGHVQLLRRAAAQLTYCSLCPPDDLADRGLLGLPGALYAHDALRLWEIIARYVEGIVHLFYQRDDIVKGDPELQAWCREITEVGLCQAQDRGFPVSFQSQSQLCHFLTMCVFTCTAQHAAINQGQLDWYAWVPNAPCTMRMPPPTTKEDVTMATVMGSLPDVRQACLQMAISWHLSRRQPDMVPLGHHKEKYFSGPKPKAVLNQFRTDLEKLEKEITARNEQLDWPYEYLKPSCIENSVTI
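Xylenol orange chromogenic assay: hydroperoxide from 12hLO oxidises Fe(II), giving red-shifted Fe(III)-XO absorbance. Conditions: 150 nM enzyme, 40 uM arachidonic acid, 25 mM Hepes pH 7.0, 0.01% Triton X-100, 30 min, room temperature.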
* marks the source's active call; other numbers are inactive results; ? = inconclusive; . = not tested or not shown; [ ] = dose if it differs, or a comment. Unless noted, calls follow the shape of the dose curve; as a rule, active = well fitted curve in the direction sought with a large enough effect; inconclusive = small, poorly fitted or top-dose-only effect, or another doubt; inactive = no such curve, though single readings can be large; an effect the other way counts as inactive or inconclusive. Unless noted, % is scaled to controls: 0 for no effect and ±100 for the full control effect. This is a subset; the hit share may differ from the screen's.

structure,PNC assembly inh,IMPase inh,15-hLO-2 inh,ALOX12 inhib
CCCN1CCN(C(c2cc3cc(OCC)ccc3[nH]c2=O)c2nnnn2C2CCCCC2)CC1 (centres undefined),-2,-8,10%,-2%
CCOc1ccccc1NC(=O)N1CCC(c2nc3ccc(C)cc3[nH]2)CC1,8,3,15%,-2%
CC(C)(C)NC(=O)NC(=O)COC(=O)CCC1CCCCC1,-22,-9,16%,5%
O=C1CCSc2ccc(Cl)cc2N1Cc1ccc(Cl)cc1,31,18,-5%,-13%
CCCCNC(=O)C1CCC(CNS(=O)(=O)c2ccc(NC(C)=O)cc2)CC1 (centres undefined),-1,.,.,0%
O=C(Cn1ncc2c1-c1ccccc1OC2)N1CCN(Cc2ccc3c(c2)OCO3)CC1,12,-1,0%,1%
COC(=O)c1cccc(NC(=O)CSc2nc(=O)cc(N)n2-c2ccccc2)c1,35,7,-5%,-1%
Cc1[nH]nc2c1C(c1ccsc1)C(C#N)=C(N)O2 (centres undefined),37,-4,5%,-3%
COCCNC(=O)c1c(N)n(-c2cccc(C)c2)c2nc3ccccc3nc12,-5,?,-2%,-18%
O=C(CCCC1=NS(=O)(=O)c2ccccc2N1)N1CCN(c2ccc(Cl)cc2)CC1,53,.,.,-2%
CN(Cc1cccc(Cl)c1Cl)C(=O)c1ccc(NC(=O)CC#N)cc1,16,-8,.,-2%
NCc1nnn(Cc2ccccc2)c1N,.,.,1%[11.4 µM],3%[11.4 µM]
Fc1ccc(Oc2nc(-c3ccccc3)nnc2C(F)(F)F)cc1,-2,-3,3%,4%
COCCn1c(Cc2ccccc2)nnc1SCc1ccc([N+](=O)[O-])cc1,0,6,.,-4%
COc1ccc(-c2nnc(SCC(=O)Nc3ncc(C)s3)n2-c2ccccc2)cc1OC,?,13,-4%,2%
COc1cccc(-n2c(C)nc3c(cnn3-c3ccc(C)cc3)c2=O)c1,23,12,-4%,0%
CCn1c(=O)cc(OCC(=O)NCc2cccnc2)c2ccccc21,-14,-9,1%,-5%
C=CCc1cccc(/C=N/NC(=O)CCCNc2ccc(C)cc2)c1O,?,3,.,1%
CN(C)CCCn1c2ccccc2c2cnccc21,.,.,7%[11.4 µM],-1%[11.4 µM]
COc1ccccc1NC(=O)CCc1c(C)[nH]c(=O)c(C#N)c1C,79,0,8%,3%
O=C(O)c1cc(C(=O)C(=O)c2cc(C(=O)O)c(O)c3ccccc23)c2ccccc2c1O,.,.,?,-8%[11.4 µM]
CCn1c(SCC(=O)N2CCN(S(=O)(=O)c3ccccc3)CC2)nnc1-c1cccs1,16,3,6%,-1%
O=C(Nc1ccccc1SCC1CSc2nc3ccccc3c(=O)n21)c1cccc(Cl)c1 (centres undefined),?,25[1.84 µM],3%[11.4 µM],-1%
NC/C(=N\O)c1ccc(Cl)cc1Cl,21,7,6%,-24%
O=c1cc(N2CCCCC2)c(-c2ccccc2)nn1Cc1ccc(Cl)cc1,56,6,12%,-5%
CC(C)NC(=O)CCCn1c(=S)[nH]c2cc3c(cc2c1=O)OCO3,17,4,-1%,-5%
CCCCC(=O)c1ccc(O)cc1,-25,0,4%,3%
COc1ccc(-c2oc3ncn(Cc4ccco4)c(=N)c3c2-c2ccc(OC)cc2)cc1,?,-13,76%[activator],7%
CCn1ncc([N+](=O)[O-])c1C(=O)Nc1ccc(C(=O)N2CCCCC2)cc1,15,.,.,-1%
Cc1nc(CS(=O)(=O)c2ccc(Cl)cc2)cc(Sc2ccccc2Cl)n1,?,2[1.84 µM],-4%[11.4 µM],-1%
Cc1ccsc1C1Nc2ccc3ncccc3c2C2=C1C(=O)CC(C)(C)C2 (centres undefined),?,-4,20%,-8%
O=S(=O)(Nc1nc2ccccc2nc1N1CCc2ccccc2C1)c1ccc(Br)cc1,0,.,.,1%
C#C[C@]1(O)CC[C@H]2[C@@H]3CCC4=C(CCC(=O)C4)[C@H]3CC[C@@]21C,33,.,.,-7%
Cc1nn(-c2ccc(Cl)cc2)c2sc(C(=O)N3CCN(c4ccccn4)CC3)cc12,?,1,16%,-4%
C[C@@H](N=C(N)N)C(=O)O,.,.,15%[11.4 µM],-2%[11.4 µM]
COC(=O)c1sccc1NC(=O)c1c(C)c(-c2cccc(Cl)c2)nc2ccccc12,?,7,.,-2%
CC(=O)C1=C(c2ccccc2)NC(=O)NC1c1ccccc1OCC(=O)Nc1ccccc1 (centres undefined),15,-2,-1%,-2%
CC(=O)Nc1ccc(S(=O)(=O)N2CCC(N(C)CCC(C)C)CC2)cc1,45,3,-3%,5%
O=C(c1csnn1)N1CCC2(CC1)CCN(c1ccccn1)CC2,.,.,-1%,-2%
CC(C)(C)c1ccc(O)c(CN(Cc2cc(C(C)(C)C)ccc2O)c2ccccc2)c1,.,.,4%[11.4 µM],3%[11.4 µM]

Another view of part of the listing above.
> O=S(=O)(Nc1nc2ccccc2nc1N1CCc2ccccc2C1)c1ccc(Br)cc1
  PNC assembly inh = 0	IMPase inh = .	15-hLO-2 inh = .	ALOX12 inhib = 1%

> C#C[C@]1(O)CC[C@H]2[C@@H]3CCC4=C(CCC(=O)C4)[C@H]3CC[C@@]21C
  PNC assembly inh = 33	IMPase inh = .	15-hLO-2 inh = .	ALOX12 inhib = -7%

Next entries follow.
structure,PNC assembly inh,IMPase inh,15-hLO-2 inh,ALOX12 inhib
Cc1ccc(/C=C/C(=O)Nc2ccc([N+](=O)[O-])cc2)o1,11,-9,?,?
O=C(CSCc1ccc(Br)cc1)Nc1ccc(S(=O)(=O)N2CCOCC2)cc1,39,9,-6%,-5%
Cc1cc(C)cc(-n2c(C)cc(/C=N/NC(=O)c3cccc([N+](=O)[O-])c3C)c2C)c1,19,12,10%,-5%
COc1cccc(/C=N/NC(=O)C(C)n2nc(C)c([N+](=O)[O-])c2C)c1O (centres undefined),47,.,.,-15%
CCOCCCNCC(=O)NC1(C)C2CCC(C2)C1(C)C (centres undefined),33,6,-4%,1%
O=C(NCCCN1CCOCC1)c1cc2c(s1)CCC2,48,1,9%,-4%
Cc1nc2ccc3nc(NC(=O)C4COc5ccccc5O4)sc3c2s1 (centres undefined),?,2,-9%,-14%
Cc1nc2c(ccc3c2ccc2nc(C)sc23)s1,17,4,2%,6%
CCn1c(=O)c2c(n3cnnc13)-c1ccccc1CC21CCCCC1,?,-2,0%,-3%
COc1cccc(C(=O)c2sc(NC(C)C)nc2N)c1,18,?,.,-4%
O=C(Nc1cc(C(F)(F)F)ccc1N1CCOCC1)c1ccc2ccccc2n1,-14,1,-6%,-5%
CCn1c(SCC(=O)c2ccc(Cl)cc2)nnc1C(C)C,-17,4,0%,-13%
Cc1ccc(N(C(=O)Cn2nnc(-c3cccs3)n2)C(C(=O)NC2CCCC2)c2ccncc2)cc1 (centres undefined),65,-5,-2%,2%
COc1ccccc1NCC(=O)N/N=C(\C)c1ccc(Br)s1,11,.,.,-2%
CCOC(=O)c1c(NC(=O)Nc2cccc(Cl)c2)sc(C)c1C,21,-5,3%,-2%
CCn1c(SCC(=O)Nc2ccc3c(c2)c2ccccc2n3CC)nnc1-c1cnccn1,4,0,-8%,-6%
Cc1ccc(N(C(=O)C2CCCO2)C2C=CS(=O)(=O)C2)cc1Cl (centres undefined),5,5,-6%,0%
N[C@@H](CCCCO)C(=O)O,.,.,-4%[11.4 µM],-4%[11.4 µM]
CCCCn1c(CN2CCN(c3ccccc3)CC2)nc2c1c(=O)n(C)c(=O)n2C,14,6,-1%,-1%
CCCN1CC23C=CC(O2)C(C(=O)O)C3C1=O (centres undefined),-4,-10,-3%,1%
O=C(Nc1ccc2c(c1)OCO2)c1ccc[n+]([O-])c1,-2,-1,-1%,-6%
CC(C)=C1SC(N2CCOCC2)=NC1=O,-28,0,4%,0%
CCOC(=O)C1CCN(CCC(=O)Nc2ccc(Cl)cc2)CC1,-9,7,12%,4%
Nc1c(C(=O)NCc2ccco2)sc2nc3c(cc12)C(=O)CCC3,?,8,5%[2.29 µM],-1%
Oc1ccccc1C(Sc1nc2ccccc2s1)Sc1nc2ccccc2s1,.,.,?,-9%[11.4 µM]
COCCN1C(=O)N(c2cccc(C)c2)C(=O)C1CC(=O)Nc1ccc(F)cc1 (centres undefined),-5,13,-2%,-6%
CCOC(=O)c1c(C)nc2sc3c(=O)[nH]cnc3c2c1-c1ccc(OC)cc1,38,.,.,5%
O=S(=O)(c1ccccc1)c1cnc(-c2cccnc2)nc1-c1ccc(Cl)cc1Cl,33,13,38%[activator],-5%
O=C(Cc1coc2cc3c(cc12)CCC3)OCc1cc(=O)n2c(n1)sc1ccccc12,21,-6,-6%,-5%
COc1ccc(-c2cc(-n3c(C(F)(F)F)nc4ccccc43)n(CCC#N)n2)cc1,?,8,-2%,-22%
CCc1c(C)nc(SC)n(CC#N)c1=O,19,-4[1.84 µM],4%[11.4 µM],2%
O=C(Nc1ccc(F)cc1F)c1ccccc1-c1ccccc1,-10,-3,.,-1%
O=C(CCn1c(=O)sc2ccccc21)NCc1cccs1,-3,9,.,0%
Cn1c(NC(=O)Cc2ccc(F)cc2)cc(=O)n(C)c1=O,3,-1,15%,6%
COCCn1c(SCC(=O)N2CCCc3ccccc32)nnc1-c1ccco1,?,0,-2%,2%
CCCc1cc(=O)[nH]c(SCc2ccc(C#N)cc2)n1,2,9,-1%,0%
CCOC(=O)c1c(C)[nH]c(C2=NNC(=Nc3ccccc3OC)SC2)c1C,-11,-2,.,-5%
Cc1ccccc1Cn1nc(C)c(NC(=O)c2noc3c2CC(C(C)(C)C)CC3)c1C (centres undefined),32,-10,12%,-11%
CC(CCC(=O)O)C1CCC2C3CC[C@H]4CC(O)CC[C@@]4(C)C3C=C[C@]12C (some centres undefined),.,.,?,-2%
COc1ccc(CCNC(=O)CN2CCCc3ccccc32)cc1OC,23,3,2%,5%
CC1CN(C(=O)Cc2ccc(-c3ccccc3)cc2)CC(C)O1 (centres undefined),?,20,-4%,5%
COc1ccc(C2C(C#N)=C(N)N(Nc3ccccc3)C3=C2C(=O)CC(C)(C)C3)cc1C (centres undefined),-21,-5,-11%,-15%
CCn1c(Cc2ccc(OC)cc2)nnc1SCC(=O)Nc1nc2ccccc2s1,28,11,-5%,2%
Cc1ccc(NC(=O)Cn2c(CCC(=O)O)ccc2-c2cccs2)cc1,?,6,-13%,-10%
CCOC(=O)NC1(C(F)(F)F)N=C(c2ccccc2)NC1=O (centres undefined),?,5,6%,-2%
Fc1cccc(C2CC(c3cccc(Br)c3)Nc3nnnn32)c1 (centres undefined),28,8,12%,-9%
CCOC(=O)c1ccc(NC(=O)CNC(=O)c2ccccc2)cc1,94,8,-5%,12%
COc1ccc(NCc2nnc(SCC(=O)Nc3cccc(C)c3)o2)cc1,-21,-7,-13%,-10%
Cc1[nH]nc2oc(=O)c(CCO)c(C)c12,26,3,-6%,0%

Some entries already given with just PNC assembly inh and 15-hLO-2 inh:
SMILES | PNC assembly inh | 15-hLO-2 inh
COc1ccc(NCc2nnc(SCC(=O)Nc3cccc(C)c3)o2)cc1 | -21 | -13%
CCOC(=O)c1ccc(NC(=O)CNC(=O)c2ccccc2)cc1 | 94 | -5%
CCOC(=O)NC1(C(F)(F)F)N=C(c2ccccc2)NC1=O (centres undefined) | ? | 6%
Fc1cccc(C2CC(c3cccc(Br)c3)Nc3nnnn32)c1 (centres undefined) | 28 | 12%
